# High-throughput results from PubChem.
# CCHFV vOTU inh = CCHFV vOTU protease inhibition | 0.55% of 370,000 active | inhibition, % at 11.5 µM | Pep-AMC fluorescence; further: 0% = vehicle wells with enzyme and 100% = no enzyme wells
# FBA Mtb inh = inhibits M. tuberculosis FBA enzyme | P9WQA3 | purified M. tuberculosis FBA, fluorescence read-out | inhibition, % at 1 µM | 2.3% of 360,000 active | AID 588726; in the data active means inhibition above about 27%;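 further: 0% = vehicle and 100% = reference inhibitor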
# Target sequence (P9WQA3 whole entry, looked up): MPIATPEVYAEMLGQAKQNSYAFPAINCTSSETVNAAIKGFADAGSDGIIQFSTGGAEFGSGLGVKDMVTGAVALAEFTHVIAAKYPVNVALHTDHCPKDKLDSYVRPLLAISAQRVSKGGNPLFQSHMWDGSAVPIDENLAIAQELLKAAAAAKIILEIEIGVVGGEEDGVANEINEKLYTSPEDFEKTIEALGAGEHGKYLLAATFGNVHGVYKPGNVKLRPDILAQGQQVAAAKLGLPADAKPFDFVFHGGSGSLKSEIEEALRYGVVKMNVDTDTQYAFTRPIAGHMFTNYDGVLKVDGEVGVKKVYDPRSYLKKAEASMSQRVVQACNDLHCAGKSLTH
# BioA inh = BioA (M. tuberculosis) enzyme inhibition; inhibition, % at 9.99 µM; purified M. tuberculosis BioA enzyme, plate reader; 0.096% of 360,000 active; in the data active means inhibition above about 40%; inconclusive means no clear call, values can overlap the other calls
# FadD28 FP inh = inhibitors of Mycobacterium tuberculosis FadD28 bisubstrate binding; inhibition, % at 12.5 µM; FadD28 bisubstrate probe binding, fluorescence polarization; AID 588549; 0.22% of 360,000 active; in the data active means inhibition above about 8.5%, passing the limit was not always enough; inconclusive means no clear call, values can overlap the other calls
# VHR inh abs = DUSP3 (human) phosphatase inhibition. recombinant VHR phosphatase, pNPP absorbance. inhibition, % at 13.3 µM. 0.52% of 290,000 active. AID 1654; in the data active means inhibition above about 50%; further: some compounds called inactive have numbers as strong as hits
# Target sequence (P51452 whole entry, looked up): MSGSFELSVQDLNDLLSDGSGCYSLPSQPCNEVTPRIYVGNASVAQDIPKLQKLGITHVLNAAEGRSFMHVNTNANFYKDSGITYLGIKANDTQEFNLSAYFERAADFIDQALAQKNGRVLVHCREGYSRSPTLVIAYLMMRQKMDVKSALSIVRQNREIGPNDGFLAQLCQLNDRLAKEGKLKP
# GDH-TPI counter = GDH-TPI coupled enzyme inhibition counter-screen; GDH-TPI coupled enzyme counterscreen, NADH absorbance; inhibition, % at 4.8 µM; 1.2% of 360,000 active; AID 588335;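 further: 0% = DMSO wells and 100% = wells lacking the enzyme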
# Rv3671c protease = inhibitors of M. tuberculosis serine protease Rv3671c. P9WHR9. inhibition, % at 5.96 µM. 0.048% of 320,000 active; in the data active means inhibition above about 38%;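 further: extracellular domain of Rv3671c used as enzyme; 0% = enzyme with DMSO and 100% = no enzyme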
# Target sequence (P9WHR9 whole entry, looked up, the tested form may be a part): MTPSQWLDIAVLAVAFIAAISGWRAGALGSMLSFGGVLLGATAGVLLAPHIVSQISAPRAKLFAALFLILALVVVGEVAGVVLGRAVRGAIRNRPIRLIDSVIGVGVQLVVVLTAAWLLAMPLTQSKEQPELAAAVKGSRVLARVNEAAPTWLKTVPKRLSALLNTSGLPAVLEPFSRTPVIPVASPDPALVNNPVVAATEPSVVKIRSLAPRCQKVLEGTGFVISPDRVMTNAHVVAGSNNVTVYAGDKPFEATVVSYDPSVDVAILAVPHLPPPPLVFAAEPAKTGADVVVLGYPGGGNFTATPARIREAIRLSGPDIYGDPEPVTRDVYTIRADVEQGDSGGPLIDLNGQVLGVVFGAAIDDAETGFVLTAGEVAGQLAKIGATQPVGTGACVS
# UGM FP inh = inhibitors of M. tuberculosis UDP-galactopyranose mutase; P9WIQ1; 0.06% of 320,000 active; purified UGM, fluorescence polarization probe displacement; inhibition, % at 10 µM; AID 504406; in the data active means inhibition above about 10%, passing the limit was not always enough; inconclusive means no clear call, values can overlap the other calls
# BoNT F protease = BoNT F light chain protease inhibition; Multiplex microsphere protease cleavage assay, flow cytometry; inhibition, % at 10 µM; 0.22% of 360,000 active; AID 588497; in the data active means inhibition above about 35%, passing the limit was not always enough; inconclusive means no clear call, values can overlap the other calls; further: plate controls were buffer without enzyme for full effect and enzyme alone for no effect
# MazEF act = increases E. coli MazEF RNase cleavage of RNA; P0AE70; AID 504720; activation, % at 20 µM; 0.32% of 350,000 active; FAM/BHQ RNA-DNA oligo cleavage fluorescence, 5 h; in the data active means activation above about 50%
# Target sequence (P0AE70 whole entry, looked up): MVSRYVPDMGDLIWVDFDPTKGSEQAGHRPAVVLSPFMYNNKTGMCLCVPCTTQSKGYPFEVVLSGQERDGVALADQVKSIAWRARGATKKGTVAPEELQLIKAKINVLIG
# Active calls of the source: *; ? = inconclusive; · = no result given; & = joins results of further samples. Unless noted, no stated cut-off is given here; in the data, active means inhibition above about 30%; inactive means the rest.
SMILES,CCHFV vOTU inh,FBA Mtb inh,BioA inh,FadD28 FP inh,VHR inh abs,GDH-TPI counter,Rv3671c protease,UGM FP inh,BoNT F protease,MazEF act
O=C(NC(=O)c1ccc(F)cc1)Nc1nc(-c2cccs2)cc(C(F)(F)F)n1,-1,7,-0.4,0.2,-11,0,7,0.0,6,94*
COc1cc(SC)ccc1C(=O)NC(C)C,-14,0,-0.2,-1.7,-15,-5,1,-0.3,0,-3
COc1ccccc1NS(=O)(=O)c1cccc(C(=O)N/N=C/c2ccc(C)o2)c1,3,-1,0.7,-2.8,8,41*,2,-1.4,4,-1
Cc1c(Cl)ccc(S(=O)(=O)N2CCN=C2c2ccccc2)c1Cl,-11,6,·,-1.4,15,5,8,-1.5,-9,0
COc1ccccc1NC(=O)N1CCc2[nH]c3ccc(F)cc3c2C1,10,-1,2.6,-7.7,-6,-1,-13,1.5,?,9
Cn1cc(Cc2ccccc2)c(=O)c(Cc2ccccc2)c1,2,-1,0.9,-4.1,·,-3,·,·,2,6
OCCNc1nc(-c2ccccc2)c2ccccc2n1,-30,52*,-3.1,-0.9,3,17,4,1.0,8,6
O=C(CN1CCN(S(=O)(=O)c2ccccc2)CC1)Nc1ccnn1C1CCCC1,-13,3,-1.5,0.0,·,-1,-3,0.5,4,1
COc1ccc(-c2nc(-c3ccccc3)c(-c3cc([N+](=O)[O-])ccc3C)[nH]2)cc1OC,15,1,-2.2,1.1,13,12,1,-0.6,-13,3
CCn1ccnc1CN1CCCC(C(=O)c2cc(Cl)ccc2OC)C1 (configuration not stated),-19,-1,·,-0.9,-4,4,8,-1.6,8,-14
COc1ccc([N+](=O)[O-])cc1N(CC(O)CN(C)C)S(=O)(=O)c1ccccc1 (configuration not stated),0,3,-1.3,-1.6,10,4,-6,-0.9,8,7
CCC(=O)Nc1nnc(/C=C/c2ccccc2)s1,-8,33*,-1.3,-1.9,-29,31*,-2,-2.6,-13,9
Cc1cc2nc(-c3ccc(F)cc3)c(CC(C)(C)C)n2c(C)c1Br,4,-4,-1.1,-4.2,·,·,·,·,1,·
CC(Cc1cccs1)NC(=O)Nc1ccc(Cl)c(Cl)c1 (configuration not stated),8,5,1.4,-8.2,21,2,-41,0.4,4,44
Cn1cnc(S(=O)(=O)Nc2ccccc2C(=O)NCC2CC2)c1,-16,29*,·,-4.0,21,1,1,1.2,-9,3
Cc1ccccc1CNC(=O)CN1C(=O)c2ccccc2S1(=O)=O,6,-1,·,·,-19,-4,-2,-1.4,-7,4
Cc1ccc(S(=O)(=O)Nc2cc(NC(=O)CN3CCOCC3)ccc2Cl)cc1,2,6,-0.3,-1.5,29,13,3,-0.4,-6,1
CCN(CC)c1ccc(-c2nnc(SCC(=O)Nc3ccccc3C#N)n2-c2ccccc2)cc1,22,1,-0.9,0.5,40,12,4,-1.8,9,3
Cc1ccc(C)c2c1cc(C)c1nnc(SCc3ccccn3)n12,24,0,1.1,-0.5,20,6,-1,0.0,-5,4
Cc1cc(NC(=O)NC(=O)c2ccc(F)cc2F)n[nH]1,-14,-2,-0.2,-1.7,14,-9,6,0.9,-6,-5
COC1=CC(=O)[C@]2(C=C1OC)OC[C@@H]1Oc3c(ccc4c3C=CC(C)(C)O4)C(=O)[C@@H]12,-1,·,·,·,·,·,5,-0.6,·,12
COc1cccc(-n2c(CN3CCN(c4ccccn4)CC3)nc3ccc([N+](=O)[O-])cc3c2=O)c1,12,2,5.2,-1.1,13,23,4,-0.1,0,3
Cc1ccc(-c2n[nH]c(S(C)(=O)=O)c2C#N)cc1,-11,25,·,0.1,20,4,4,0.5,-4,0
Cc1ccc(C)c(N2CCN(C(=O)c3ccc(CS(=O)Cc4cccc(Cl)c4)o3)CC2)c1 (configuration not stated),26,0,3.2,-2.4,2,3,-4,1.8,1,1
CCOC(=O)c1cccc(NC(=O)CN2C(=O)C3CC=CCC3C2=O)c1 (configuration not stated),6,-2,4.8,-1.6,6,-1,-5,-11,1,2
# Remaining list, next part
SMILES,CCHFV vOTU inh,FBA Mtb inh,BioA inh,FadD28 FP inh,VHR inh abs,GDH-TPI counter,Rv3671c protease,UGM FP inh,BoNT F protease,MazEF act
FC(F)(F)c1ccc(-c2cccc3c2C2CC3CCN2C(=S)NCCc2ccccc2)cc1 (configuration not stated),0,-1,-2.5,-3.3,·,·,·,·,4,·
C=CCN1C(=O)C2(c3ccccc31)C1CCCC=C1C(C#N)=C(N)C2(C#N)C#N (configuration not stated),-2,-2,·,1.4,17,31*,-6,-2.7,3,5
C[C@@H]1CN([C@@H](C)CO)C(=O)CCCn2nncc2CO[C@H]1CN(C)S(=O)(=O)c1ccc2c(c1)OCCCO2,-5,2,-0.5&-2.1,-0.4,·,-6,·,·,-1,3
O=C(CSc1nc(-c2ccccc2)cs1)NCc1ccco1,7,13,1.5,-3.1,-15,-9,-8,-0.6,17,-7
CN(CC(=O)Nc1ccc(F)cc1)C(=O)c1cn(-c2ccccc2)nc1-c1cccs1,7,-4,1.7,·,·,3,-10,-2.1,-4,1
O=C(NC(CCl)c1ccccc1)c1ccc(Cl)cc1 (configuration not stated),11,2,-0.7,1.6,12,5,-1,-0.7,-10,8
O=C(Nc1cccc2c1CCCC2)c1ccncc1,11,5,-1.3,-1.7,9,13,-3,-3.1,-2,11
O=C1CC2(CCN(C(=O)c3ccccc3Cl)CC2)Oc2ccccc21,-14,7,4.7,-2.9,·,9,6,0.5,8,3
CC1=C(C(=O)Nc2cccc(C(=O)NC3CCCCC3C)c2)SCCO1 (configuration not stated),-3,-1,0.5,-2.4,6,-1,-1,-0.7,-4,1
C[C@H]1NC(=O)[C@]2(C)[C@@H](c3ccccc3)[C@H]3COc4ccccc4[C@H]3N2C1=O,-6,3,0.0,0.1,·,0,·,·,-3,2
CC(C)(C)NC(=O)NC(=O)COC(=O)Cc1ccc(Cl)cc1Cl,10,1,·,-1.2,5,2,9,·,-2,3
CCCCCOc1ccc(N2C(=O)C(C)CNC2=S)cc1 (configuration not stated),-11,·,·,·,13,·,-2,1.8,·,·
CCCCCC(=O)NC(Cc1ccc(OC)c([N+](=O)[O-])c1)C(=O)O (configuration not stated),8,-4,·,-2.3,-2,-3,-4,-1.0,2,7
COC(=O)C1CC(c2ccc(Cl)cc2)=NO1 (configuration not stated),-15,0,·,-0.6,12,-5,-6,-3.1,-4,-3
O=C(CN1CCN(S(=O)(=O)c2ccc3c(c2)OCCCO3)CC1)N1CCc2ccccc21,-10,2,-2.1,-0.1,·,12,·,·,-1,-8
CCCCN(C)C(=O)c1ccc2c(c1)N(CC)C(=O)c1ccccc1S2=O (configuration not stated),-10,2,4.8,-2.0,-15,5,8,0.9,7,5
Cn1nnnc1SCc1nc2ccccc2[nH]1,7,-2,1.0,-1.9,21,10,5,-3.5,-14,5
CC(=O)Nc1ccc(S(=O)(=O)N(C)c2ccc(OCC(=O)OCC(=O)Nc3ccc(OC(F)F)cc3)cc2)cc1,-5,-1,-2.2,-9.1,15,0,-28,3.0,-13,0
Nc1ccc(Cc2ccc(N)c(Cl)c2)cc1Cl,12,-3,1.3,-2.2,·,-1,·,·,-4,0
C/C(=N\NC(=O)CNC(=O)C(c1ccccc1)c1ccccc1)c1ccccc1,12,-1,-1.7,-1.6,-4,-1,-7,-4.2,2,2
CN(C)S(=O)(=O)c1ccc(C(=O)OC2CCOC2=O)cc1 (configuration not stated),14,3,-0.5,0.2,20,7,-8,-0.3,1,-5
Cc1ccc(S(=O)(=O)CCC(=O)OCC(=O)NCCc2ccc(S(N)(=O)=O)cc2)cc1,-6,-2,-0.6,-2.0,·,-3,-8,-2.4,-15,7
Cc1onc(-c2c(F)cccc2Cl)c1C(=O)NCc1ccc2c(c1)OCO2,-5,-3,-0.4,-4.7,22,5,3,-1.8,-3,3
CCC1(c2ccccc2)NC(=O)N(Cc2ccc(C(=O)OC)cc2)C1=O (configuration not stated),-15,0,·,-2.3,21,-2,-2,1.5,-3,2
CCOc1ccc(NC(=O)C2C3CC/C=C\CCC32)cc1 (configuration not stated),8,-2,·,-0.7,13,14,1,2.5,?,2

# Three structures from above, sorted by SMILES length, ascending.
SMILES,CCHFV vOTU inh,FBA Mtb inh,BioA inh,FadD28 FP inh,VHR inh abs,GDH-TPI counter,Rv3671c protease,UGM FP inh,BoNT F protease,MazEF act
O=C(NC(CCl)c1ccccc1)c1ccc(Cl)cc1 (configuration not stated),11,2,-0.7,1.6,12,5,-1,-0.7,-10,8
O=C1CC2(CCN(C(=O)c3ccccc3Cl)CC2)Oc2ccccc21,-14,7,4.7,-2.9,·,9,6,0.5,8,3
Cc1onc(-c2c(F)cccc2Cl)c1C(=O)NCc1ccc2c(c1)OCO2,-5,-3,-0.4,-4.7,22,5,3,-1.8,-3,3

# Next structures:
SMILES,CCHFV vOTU inh,FBA Mtb inh,BioA inh,FadD28 FP inh,VHR inh abs,GDH-TPI counter,Rv3671c protease,UGM FP inh,BoNT F protease,MazEF act
Cc1cc(C)cc(Oc2ccccc2/C=N\O)c1,5,3,1.4,-1.6,31,-5,-3,-2.4,-16,6
COc1ccc(-c2csc3ncnc(N4CCN(S(=O)(=O)c5cccc(Br)c5)CC4)c23)cc1,6,1,-1.8,-2.5,·,8,-7,2.1,-5,-21
COc1ccccc1N1CCN(C(=O)COc2ccc(C)cc2Br)CC1,15,4,1.7,-1.9,15,2,-1,0.7,-9,-3
CN(C)c1ccnc(Oc2ccc(Cl)cc2)c1C#N,-2,2,1.0,0.3,8,7,-16,-0.9,-2,2
CCCCCCCCCCC(C(=O)O)C1(C(=O)O)CCC(=O)O1 (configuration not stated),-6,0,0.3,-1.4,·,1,·,·,-1,·
C=CCNC(=O)C(=O)N/N=C/c1ccco1,2,1,·,-0.2,13,15,-1,3.1,0,5
CC(=O)c1c(C)oc2ccc(N(C(=O)c3ccncc3)S(=O)(=O)c3ccccc3)cc12,1,0,0.3,-1.8,13,2,-3,1.9,-2,1
Cc1nn(C(C)C(=O)NC2CCC(C)CC2)c(=O)c2nn(-c3ccccc3)c(C)c12 (configuration not stated),11,2,7.9,-2.0,18,-1,-1,0.2,5,10
COC(=O)c1ccc(-c2ccco2)n1Cc1nc(-c2ccc(OC)c(OC)c2)oc1C,9,3,-0.7,-3.6,13,11,-23,-1.1,8,-2
O=[N+]([O-])c1cccnc1Sc1ccc(Br)cc1,8,-4,·,-3.2,·,0,2,0.0,?,5
CCn1cc(C(=O)NCCCOC(C)C)c(=O)c2cc(S(=O)(=O)N3CCCC3)ccc21,6,3,1.7,-0.4,15,22,-7,0.8,8,-12
O=C(Nc1cccc(C(F)(F)F)c1)OCCN1CCN(Cc2ccccc2)CCC1=O,1,-1,2.7,-3.8,-3,3,-11,0.5,-6,0
O=C1c2ccc3c4c(ccc(c24)C(=O)N1c1ccc(O)cc1)C(=O)N(c1ccc(O)cc1)C3=O,-2,0,·,-4.7,11,7,3,1.1,-5,1
O=C(CN1CCN(C(=O)c2ccco2)CC1)Nc1cccc([N+](=O)[O-])c1,-13,1,·,1.6,4,-1,-8,0.8,-1,7
COc1ccc(CC(=O)Nc2sccc2C#N)cc1S(=O)(=O)N1CCOCC1,-6,-2,0.2,1.0,·,7,4,1.0,0,1
CCS(=O)(=O)N1CCC(C(=O)NCc2ccc(OC)cc2)CC1,6,4,-1.8,-0.4,18,-3,-1,-1.8,-6,0
Cc1cccc(NC(=O)CNCC(=O)Nc2cccc(C)c2C)c1C,0,1,-1.2,-1.9,10,-6,-9,0.1,-3,2
CCOCCCNC(=O)C(NC(=O)Cc1cccs1)c1ccc(OC)cc1 (configuration not stated),12,2,·,-1.0,33,4,4,1.6,5,5
O=C(NNC(=O)c1cccc(S(=O)(=O)Nc2ccc(Cl)cc2)c1)c1ccc(=O)[nH]c1,7,1,-2.1,0.9,·,17,-20,0.8,-6,-6

# Molecules from the list above that have a tert-butyl group:
SMILES,CCHFV vOTU inh,FBA Mtb inh,BioA inh,FadD28 FP inh,VHR inh abs,GDH-TPI counter,Rv3671c protease,UGM FP inh,BoNT F protease,MazEF act
Cc1cc2nc(-c3ccc(F)cc3)c(CC(C)(C)C)n2c(C)c1Br,4,-4,-1.1,-4.2,·,·,·,·,1,·
CC(C)(C)NC(=O)NC(=O)COC(=O)Cc1ccc(Cl)cc1Cl,10,1,·,-1.2,5,2,9,·,-2,3
